# Screens deposited in PubChem by National Center for Advancing Translational Sciences (NCATS).
# Epigenetic derep – derepresses silenced GFP reporter in murine cells; murine LDR cells, GFP reporter derepression, 30 h; Potency, µM (doses to about 53.9 µM), inactives show at the highest dose GFP activation, usual class: activators; 280,000 compounds, 0.2% hits; AID 1865; note: potency is the fitted concentration of half-maximal effect; % of control where 0% means no effect; nearly all actives have a fitted effect of over 60% in size
#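 Reporter derepression read as number of fluorescent GFP-positive objects, 20-120 um in size, counted by laser-scanning cytometer. Mouse LDR line with an epigenetically silenced CMV-GFP locus; compound incubation 30 h, 37 C.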
# IMPase Li cell – cell-permeable IMPase inhibitors with lithium potentiation; CHO-M1 cells, IP1 TR-FRET (IP-One), carbachol + lithium; Potency, µM (titrated, usually from 59.4 µM), inactives show top-dose activity, negative = IMPase inhibition, actives largely listed as inhibitors; 210,000 compounds, 0.35% hits; AID 1457;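 note: IP1 builds up when IMPase is blocked and the TR-FRET signal falls; potency is the fitted concentration of half-maximal effect; plate controls were basal vehicle for no effect and high inhibitor control for full effect; nearly all actives have a fitted effect of over 50% in size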
#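 CHO cells stably expressing M1 receptor (2000/well, cultured 16–30 h) treated 30 min at 37C with compound plus low lithium. Cytosolic IP1 by TR-FRET (665/620 ratio and 620 channel) after 10 min lysis; AC50 by Hill fit.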
# Luc counter – blocks Kinase-Glo luciferase, a counter-screen artifact | 200,000 compounds, 0.28% hits | Potency, µM (top dose mostly 38.3 µM), without a hit: at the top dose activity change, negative = inhibition, actives largely listed as inhibitors | AID 1379 | Kinase-Glo luciferase, ATP luminescence, 8 min; note: potency is the fitted concentration of half-maximal effect; % is set by controls: 0 for no effect and ±100 for the full control effect; nearly all actives have a fitted effect of over 60% in size
#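 Recombinant Kinase-Glo luciferase, 10 uM ATP (linear range), luciferin; imidazole pH 7.2 / KCl / MgCl2 / Tween / BSA buffer; 8 min RT; luminescence.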
# GLA spleen mod – inhibitors or activators of human alpha-galactosidase in spleen homogenate; P06280; human spleen homogenate, 4MU-alpha-Gal fluorescence, 40 min; Potency, µM (series often up to 80 µM), inactives show at the top dose activity change, negative = inhibition, most hits filed as inhibitors; 240,000 compounds, 0.008% hits; AID 2107;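 note: potency is the fitted concentration of half-maximal effect; 0% = enzyme with vehicle and -100% = no enzyme basal signal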
#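 qHTS titration in buffer at pH 5.0. Alpha-galactosidase activity in spleen homogenate was measured via 4-methylumbelliferone release from 1 mM fluorogenic substrate after 40 min at 37C and a pH 10 stop. AC50 came from Hill fits of control-normalized data.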
# CBFb-RUNX1 inh – CBF-beta/RUNX1 interaction disruption; Potency, µM (highest dose often 59.8 µM), inactives show at the highest dose activity, negative = inhibition, hits mostly inhibitors; 230,000 tested, under 10 active; AlphaScreen CBFb-His/RUNX1-biotin binding, biochemical; Q01196+Q13951; note: % of control where 0% means no effect
# Target sequence (Q01196 whole entry, looked up): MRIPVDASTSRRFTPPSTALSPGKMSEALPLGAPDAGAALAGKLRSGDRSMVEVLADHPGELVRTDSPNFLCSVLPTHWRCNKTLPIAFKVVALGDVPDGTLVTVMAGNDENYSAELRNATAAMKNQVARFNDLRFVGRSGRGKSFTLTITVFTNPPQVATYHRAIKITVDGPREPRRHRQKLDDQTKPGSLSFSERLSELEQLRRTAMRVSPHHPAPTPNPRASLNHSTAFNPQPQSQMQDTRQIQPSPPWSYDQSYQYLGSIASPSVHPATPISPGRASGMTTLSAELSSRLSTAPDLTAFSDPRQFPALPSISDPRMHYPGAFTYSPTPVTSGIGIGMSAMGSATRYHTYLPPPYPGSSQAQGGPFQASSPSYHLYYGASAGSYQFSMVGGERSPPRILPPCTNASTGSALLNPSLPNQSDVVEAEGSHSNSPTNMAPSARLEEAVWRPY
# Target sequence (Q13951 whole entry, looked up): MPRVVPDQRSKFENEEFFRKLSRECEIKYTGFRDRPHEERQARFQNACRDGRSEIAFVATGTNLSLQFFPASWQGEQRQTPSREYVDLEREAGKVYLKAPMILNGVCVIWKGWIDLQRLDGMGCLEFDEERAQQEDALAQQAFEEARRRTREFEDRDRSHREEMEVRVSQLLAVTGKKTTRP
#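 Inhibition was taken as any reduction in AlphaScreen signal from the CBF-beta–RUNX1 pair (His and biotin tags, 30 nM each), measured after compound (15 min) and bead (90 min) incubations at room temperature.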
# LMNA splice mod – LMNA splicing modulation; 200,000 compounds, 0.01% hits; HeLa LMNA splicing GFP/RFP minigene ratio, 48 h; Potency, µM (series often up to 46.1 µM), for inactives: top-dose ratio change, negative = inhibition, hits mostly inhibitors; active = well fitted inhibition curve with a large enough effect in the signal ratio, with a control signal flat, not every such curve was filed as active; inconclusive = small, poorly fitted or top-dose-only effect, or effect the other way, or a change in a side signal; the % refers to the signal ratio; note: potency is the fitted concentration of half-maximal effect; % is set by controls: 0 for no effect and ±100 for the full control effect
#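 S3 HeLa cells stably expressing lamin A-EGFP splicing minigene plus DsRed2, 600 cells/well, 48 h compound exposure at 37C. Laser-scanning cytometry; analysed as GFP (500-530 nm)/RFP (575-640 nm) total intensity ratio; 0.5% DMSO vehicle.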
# NPSR antagonist – blocks cAMP signaling of the human neuropeptide S receptor | Q6W5P4 | CHO-NPSR cells, cAMP TR-FRET, antagonist mode | Potency, µM (highest dose often 38.3 µM), for inactives: top-dose activity change, negative = inhibition, actives largely listed as inhibitors | 220,000 compounds, 1% hits; note: potency is the fitted concentration of half-maximal effect; % is set by controls: 0 for no effect and ±100 for the full control effect; nearly all actives have a fitted effect of over 50% in size; many of its hits are not listed in these tables
# Starred values were filed as active, the others as inactive; ? = inconclusive; . = not tested or not shown; & = joins results of further samples; [ ] = another dose, or the depositor's remark. Unless noted, calls come from the whole dose curve; as a rule, active = well fitted curve in the direction sought with a large enough effect; inconclusive = small, poorly fitted or top-dose-only effect, or another doubt; inactive = no such curve, though single readings can be large; an effect the other way counts as inactive or inconclusive. This is a subset, so the mix of outcomes need not match the whole.
# Field names: A = Epigenetic derep; B = IMPase Li cell; C = Luc counter; D = GLA spleen mod; E = CBFb-RUNX1 inh; F = LMNA splice mod; G = NPSR antagonist
COc1ccccc1N1CCN(/N=C\c2ccc(C)o2)CC1
  A = 4.7%	B = 2%[38.3 µM]	C = -3%	D = -16%	E = -3%	F = 5%	G = -5%[46.1 µM]
COc1ccccc1Cn1c(=O)c2ccccc2n2c(SCc3csc(C)n3)nnc12
  A = -1.7%	B = 2%[38.3 µM]	C = -1%	D = -2%	E = -8%	F = 9%	G = -24%[46.1 µM]
COc1ccc2c(c1)Sc1ccccc1N2CCN(C)C
  A = -0.8%	B = 41%[activator][38.3 µM]	C = -4%	D = 4%	E = -4%	F = 10%	G = -11%[46.1 µM]
C#CC[N+]1(CC#Cc2ccc(C#CC[N+]3(CC#C)CCOCC3)cc2)CCOCC1
  A = 0.0%	B = 21%	C = 7%	D = 5%	E = 5%	F = -8%	G = 3%[46.1 µM]
CCCOc1ccc2cc(-c3ccccn3)c(=O)oc2c1
  A = -2.5%	B = -16%	C = 13µM*	D = ?	E = ?	F = -14%	G = -7%
CC(CCc1ccccc1)NC(=O)CN1CCN(c2ccc(O)cc2)CC1 (configuration not stated)
  A = -3.6%	B = 4%	C = 0%	D = -5%	E = -5%	F = .	G = -7%
Cc1ccc(NC(=O)C2=CCN(S(=O)(=O)c3ccc(F)cc3)CC2)c(C)c1
  A = 1.2%	B = -6%	C = -3%	D = -1%	E = 4%[2.36 µM]	F = -2%	G = 7%
Cc1ccc(C#CC[N+]2(C)CCCCC2)cc1
  A = 2.8%	B = .	C = .	D = 7%	E = 2%	F = .	G = ?
O=C(Cn1nc(Cc2cccnc2)c2ccccc2c1=O)NCc1ccc2c(c1)OCO2
  A = -1.9%	B = 7%[38.3 µM]	C = 1%	D = -3%	E = -4%	F = -1%	G = -9%[46.1 µM]
O=C(Cn1cnc2ccccc21)Nc1ccc(SC(F)F)cc1
  A = -0.5%	B = 15%	C = 6%	D = -7%	E = 13%	F = ?	G = 0%
CCCOc1ccc(N2C(=O)CC(N3CCCC(C(=O)N4CCCC4)C3)C2=O)cc1 (configuration not stated)
  A = -0.8%	B = 9%[38.3 µM]	C = 1%	D = -4%	E = 1%	F = -5%	G = 2%[46.1 µM]
CC(=O)C1C(=O)c2c(cccc2[N+](=O)[O-])C1=Nc1ccccc1C (configuration not stated)
  A = ?	B = 14%[38.3 µM]	C = 6%	D = 3%	E = 0%	F = 0%	G = -20%[46.1 µM]
CCCCCNCc1cccn1C
  A = -1.0%	B = 22%[38.3 µM]	C = -2%	D = 6%	E = 0%	F = 4%	G = -2%[46.1 µM]
COc1ccc(CC(=O)c2ccc(O)cc2O)cc1
  A = -1.3%&-5.6%	B = 19%	C = -4%	D = 16%&-2%	E = ?	F = .	G = -38%
Cc1cc(C)n2nc(SC3CCCCN(C(=O)c4ccc(F)cc4)C3=O)nc2n1 (configuration not stated)
  A = -1.1%	B = 6%[38.3 µM]	C = -3%	D = -2%	E = 2%	F = -4%	G = -12%[46.1 µM]
Cc1nc(NCCc2ccccc2F)c(C#N)c(C)c1[N+](=O)[O-]
  A = 3.4%	B = 26%[38.3 µM]	C = 2%	D = 0%	E = 6%	F = 13%	G = -22%[46.1 µM]
CC1(C)Cc2c(sc(NC(=O)c3ccc4ncsc4c3)c2C(N)=O)C(C)(C)N1
  A = 1.6%	B = 8%	C = -1%	D = -5%	E = 9%	F = 0%[9.22 µM]	G = 25%
CCOc1cc(C2C(C(=O)c3ccc(C)cc3)=C(C(=O)OC)Nc3nnnn32)ccc1O (configuration not stated)
  A = -0.3%	B = 1%[38.3 µM]	C = -4%	D = -4%	E = 0%	F = -12%	G = -13%[46.1 µM]
Nc1ccccc1SC1CC(=O)N(Cc2ccccc2)C1=O (configuration not stated)
  A = 0.0%	B = -1%	C = -2%	D = 2%	E = 3%	F = .	G = 11%
Cc1nc2ccc(Cl)cc2[nH]1
  A = .	B = 3%	C = .	D = 9%	E = -3%[21.7 µM]	F = .	G = .
CCC(C)NC(=O)Nc1ccccc1C (configuration not stated)
  A = 0.1%	B = -8%[38.3 µM]	C = 2%	D = -12%	E = -1%	F = 9%	G = -8%[46.1 µM]
Cc1ccc(C(O)P(=O)(OC(C)C)c2ccc(N(C)C)cc2)cc1 (configuration not stated)
  A = 5.3%	B = .	C = .	D = -6%	E = 1%	F = .	G = 8%
CCN(CC)S(=O)(=O)c1ccc2[nH]c(=O)cc(C(=O)Nc3ccc(C)cc3)c2c1
  A = -5.1%	B = 1%	C = 2%	D = -4%	E = 0%	F = .	G = 3%
COc1cc(/C=C(\C#N)C(=O)N2CCOCC2)ccc1OCc1ccccc1
  A = -1.4%	B = 3%	C = 3%	D = 1%	E = 4%	F = .	G = -9%
CC1CCC(NC(=O)C2c3ccccc3C(=O)N2Cc2ccc3c(c2)OCO3)CC1 (configuration not stated)
  A = -1.5%	B = 9%	C = 0%	D = 1%	E = 2%	F = 2%[46 µM]	G = -15%
Cc1cccn2c(=O)c(/C=C3\SC(=S)NC3=O)c(NCCCN3CCOCC3)nc12
  A = ?	B = .	C = .	D = 5%	E = -2%	F = .	G = 47%
COc1ccc(/C=C\C(=O)NCC(=O)N/N=C/c2ccc(O)cc2O)cc1
  A = -1.0%	B = .	C = .	D = -2%	E = -21%	F = .	G = 4%
Cc1ccccc1Cn1c(=O)[nH]c2ccccc21
  A = 0.0%	B = .	C = .	D = 0%	E = 13%	F = .	G = 18%
O=c1c(-c2ccc3c(c2)OCCO3)coc2cc(OC3OC(CO)C(O)C(O)C3O)ccc12 (configuration not stated)
  A = -3.0%	B = .	C = .	D = 3%	E = 5%	F = ?	G = -1%
O=C(NCCCN1CCCCC1)c1ccc2c(c1)NC(=O)C(N1CCOCC1)S2 (configuration not stated)
  A = -0.4%	B = 17%[38.3 µM]	C = -4%	D = 4%	E = 2%	F = 4%	G = 5%[46.1 µM]

# 11 entries from above, arranged by SMILES length, largest number first:
# Field names: A = Epigenetic derep; B = IMPase Li cell; C = Luc counter; D = GLA spleen mod; E = CBFb-RUNX1 inh; F = LMNA splice mod; G = NPSR antagonist
O=c1c(-c2ccc3c(c2)OCCO3)coc2cc(OC3OC(CO)C(O)C(O)C3O)ccc12 (configuration not stated)
  A = -3.0%	B = .	C = .	D = 3%	E = 5%	F = ?	G = -1%
CCN(CC)S(=O)(=O)c1ccc2[nH]c(=O)cc(C(=O)Nc3ccc(C)cc3)c2c1
  A = -5.1%	B = 1%	C = 2%	D = -4%	E = 0%	F = .	G = 3%
CCOc1cc(C2C(C(=O)c3ccc(C)cc3)=C(C(=O)OC)Nc3nnnn32)ccc1O (configuration not stated)
  A = -0.3%	B = 1%[38.3 µM]	C = -4%	D = -4%	E = 0%	F = -12%	G = -13%[46.1 µM]
CC1(C)Cc2c(sc(NC(=O)c3ccc4ncsc4c3)c2C(N)=O)C(C)(C)N1
  A = 1.6%	B = 8%	C = -1%	D = -5%	E = 9%	F = 0%[9.22 µM]	G = 25%
CC1CCC(NC(=O)C2c3ccccc3C(=O)N2Cc2ccc3c(c2)OCO3)CC1 (configuration not stated)
  A = -1.5%	B = 9%	C = 0%	D = 1%	E = 2%	F = 2%[46 µM]	G = -15%
COc1ccc(/C=C\C(=O)NCC(=O)N/N=C/c2ccc(O)cc2O)cc1
  A = -1.0%	B = .	C = .	D = -2%	E = -21%	F = .	G = 4%
Cc1ccc(C(O)P(=O)(OC(C)C)c2ccc(N(C)C)cc2)cc1 (configuration not stated)
  A = 5.3%	B = .	C = .	D = -6%	E = 1%	F = .	G = 8%
Nc1ccccc1SC1CC(=O)N(Cc2ccccc2)C1=O (configuration not stated)
  A = 0.0%	B = -1%	C = -2%	D = 2%	E = 3%	F = .	G = 11%
Cc1ccccc1Cn1c(=O)[nH]c2ccccc21
  A = 0.0%	B = .	C = .	D = 0%	E = 13%	F = .	G = 18%
CCC(C)NC(=O)Nc1ccccc1C (configuration not stated)
  A = 0.1%	B = -8%[38.3 µM]	C = 2%	D = -12%	E = -1%	F = 9%	G = -8%[46.1 µM]
Cc1nc2ccc(Cl)cc2[nH]1
  A = .	B = 3%	C = .	D = 9%	E = -3%[21.7 µM]	F = .	G = .

# Later entries
# Field names: A = Epigenetic derep; B = IMPase Li cell; C = Luc counter; D = GLA spleen mod; E = CBFb-RUNX1 inh; F = LMNA splice mod; G = NPSR antagonist
Cc1ccc2nc(-c3ccc(NC(=O)CSc4nc(N)cc(=O)[nH]4)cc3)sc2c1
  A = -1.1%	B = .	C = .	D = 11%	E = 3%	F = .	G = -21%
CN(c1ccccc1)c1ccc(/C=N/NC(=O)CC#N)cc1
  A = 2.1%	B = -3%	C = -3%	D = 2%	E = -3%	F = ?	G = 3%
O=c1cnnc(Nc2ccc(Cl)c(C(F)(F)F)c2)[nH]1
  A = -0.4%	B = -6%	C = .	D = -7%	E = -14%	F = .	G = -2%
Oc1ccccc1N=Nc1nc(-c2ccccc2)c(-c2ccccc2)[nH]1
  A = 12%	B = 92%[activator][38.3 µM]	C = -9%	D = -3%	E = .	F = ?	G = ?
